Assay outcomes as filed in PubChem BioAssay.
HTR5A ag ctr: HTR5A agonists in luminescence cell assay, primary screen, counter-screen for OPRM1-OPRD1 heterodimer agonist project, full-deck HTS. hit rate 0.61% among 340,000. cell-based. activation, % at 9.3 µM. 5-hydroxytryptamine receptor 5A (Homo sapiens), P47898; in the data active = activation mostly above about 9.5%, no sharp cut-off; inactive = mostly below about 7.6%;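 also: 0% = cells with vehicle only and 100% = reference agonist; strong numbers were not always called active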
Target sequence (P47898 whole entry, looked up): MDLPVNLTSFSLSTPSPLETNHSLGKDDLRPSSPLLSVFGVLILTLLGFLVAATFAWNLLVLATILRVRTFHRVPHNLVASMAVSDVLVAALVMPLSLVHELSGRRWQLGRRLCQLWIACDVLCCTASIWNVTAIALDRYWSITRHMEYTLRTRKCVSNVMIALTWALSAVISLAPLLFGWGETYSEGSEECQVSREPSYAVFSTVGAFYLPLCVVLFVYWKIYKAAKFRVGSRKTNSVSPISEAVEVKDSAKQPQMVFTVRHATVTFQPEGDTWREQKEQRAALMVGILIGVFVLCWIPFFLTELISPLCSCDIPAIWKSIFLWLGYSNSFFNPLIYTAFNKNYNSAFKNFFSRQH
Wnt bcat act: Wnt/beta-catenin pathway activators, primary screen, cell-based, plate reader, single point; Wnt/beta-catenin reporter cell assay, activator; activation, % at 9.35 µM; hit rate 1.2% among 300,000; AID 743398, 2014; in the data active = activation above about 30%, passing the limit was not always enough;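 also: 0% = neutral control wells and 100% = positive control wells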
CDK5 inh: inhibitors of human CDK5/p35 kinase, primary screen, biochemical, single concentration; Recombinant CDK5/p35, ADP-Glo luminescence, 60 min; inhibition, % at 10 µM; hit rate 0.01% among 330,000; AID 488839, 2010;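 active = highest replicate inhibition of at least 50% and at least 75% of replicates reaching 50%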;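 also: plate controls were DMSO neutral control for no effect and GW8510 at 10 µM for full effect; many of its hits are not listed in these tables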
NSD2 inh: NSD2 histone methyltransferase inhibitors, primary screen, biochemical, AlphaScreen, single concentration, set 2 | AID 743445, 2014 | inhibition, % at 12.5 µM | Histone-lysine N-methyltransferase NSD2 (Homo sapiens), O96028 | NSD2 peptide methylation, 120 min | hit rate 0.54% among 310,000; in the data active = inhibition above about 50%
SR-BI DiI inh: inhibitors of SR-BI mediated HDL lipid uptake, primary screen, ldlA[mSR-BI] cells, fluorescence, single point; ldlA[mSR-BI] CHO cells, DiI-HDL uptake fluorescence, 3 h; inhibition, % at 12.5 µM; hit rate 0.96% among 320,000; AID 488896, 2010;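 active = mean replicate inhibition of at least 70% and a set share of replicates each scoring 70 or more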;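 also: 0% = median of neutral control wells and 100% = median of positive control wells; values of inactives mirror those of a sister screen read the other way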
Target sequence (Q61009 whole entry, looked up): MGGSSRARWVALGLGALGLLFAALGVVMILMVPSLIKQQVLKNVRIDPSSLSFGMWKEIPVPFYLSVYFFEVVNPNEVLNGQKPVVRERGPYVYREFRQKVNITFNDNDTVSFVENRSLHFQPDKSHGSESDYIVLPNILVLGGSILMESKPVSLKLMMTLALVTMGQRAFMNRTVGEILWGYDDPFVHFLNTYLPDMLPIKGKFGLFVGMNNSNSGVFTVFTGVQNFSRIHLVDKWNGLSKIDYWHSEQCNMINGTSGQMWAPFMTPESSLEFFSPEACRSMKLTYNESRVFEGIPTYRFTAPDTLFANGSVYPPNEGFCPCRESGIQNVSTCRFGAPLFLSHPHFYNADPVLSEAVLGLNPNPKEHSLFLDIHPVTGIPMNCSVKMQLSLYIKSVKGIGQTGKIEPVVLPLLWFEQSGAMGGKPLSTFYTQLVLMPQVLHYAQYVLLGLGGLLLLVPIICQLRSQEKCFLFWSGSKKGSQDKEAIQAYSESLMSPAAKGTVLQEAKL
V-ATPase pH: regulators of yeast V-ATPase proton pumping, primary screen, pHLuorin cytosolic pH fluorescence | hit rate 0.37% among 350,000 | S. cerevisiae | AID 504577, 2011 | response, % at 10 µM; in the data active = response mostly above about 7.3%, no sharp cut-off; inactive = mostly below about 5.4%; also: actives read high; inactives centre near 0; some compounds called inactive have numbers as strong as hits; reference of the scale not given here
HTR5A inv ctr: HTR5A inverse agonists in luminescence cell assay, primary screen, counter-screen for OPRM1-OPRD1 heterodimer inverse agonist project, full-deck HTS; HTR5A cell line, inverse agonism; 5-hydroxytryptamine receptor 5A (Homo sapiens), P47898; hit rate 0.083% among 340,000; inhibition, % at 9.3 µM; in the data active = inhibition mostly above about 23%, no sharp cut-off; inactive = mostly below about 18%;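 also: 0% = cells with DMSO and 100% = no-cell wells with DMSO; some compounds called inactive have numbers as strong as hits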
PvdQ inh: P. aeruginosa PvdQ acylase inhibitors, primary screen, biochemical, fluorescence, plate reader and imaging, single point | purified PvdQ acylase | inhibition, % at 10 µM | hit rate 0.063% among 340,000 | AID 488965, 2010; in the data active = inhibition above about 30%, passing the limit was not always enough;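 also: 0% = vehicle neutral wells and 100% = reference inhibitor wells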
dFosB activator: activators of delta FosB homodimer, primary screen, biochemical, fluorescence polarization, TAMRA-CDK5 oligo, single point | Protein FosB (Mus musculus), P13346 | purified delta FosB; percent of positive-control signal above neutral wells | activation, % at 25 µM | hit rate 0.99% among 340,000 | AID 493131, 2011;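 active = mean activation above about 17%, with every replicate also reaching it, limit read from the data, passing the limit was not always enough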;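 also: fluorescence polarization rise as delta FosB binds a TAMRA Cdk5 AP-1 oligo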
MITF act: activators of MITF-driven TRPM1 promoter reporter, primary screen, cell-based, SK-MEL-5, luciferase, single point; hit rate 0.75% among 300,000; activation, % at 12.5 µM; SK-MEL-5 TRPM1-promoter luciferase, 24 h; % of positive control, neutral wells = 0; AID 588334, 2011;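 active = mean activation of at least 80% with every replicate also reaching 80%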;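 also: 0% = neutral control wells and 100% = parthenolide positive control wells; values of inactives mirror those of a sister screen read the other way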
Active calls of the source: *; . = not tested or not shown. Hits appear at their usual frequency (roughly 5% active in at least one column).

SMILES | HTR5A ag ctr | Wnt bcat act | CDK5 inh | NSD2 inh | SR-BI DiI inh | V-ATPase pH | HTR5A inv ctr | PvdQ inh | dFosB activator | MITF act
C=CCn1c(CNC(=O)c2ccco2)nnc1SCC(=O)c1ccc(F)cc1 | 4 | 0 | 2.2 | 0 | . | 0 | -12 | -11 | 0 | -12
Nc1ccc(Oc2ccc(Cl)cc2)cc1 | 0 | . | 0.6 | 1 | 6 | 4 | 9 | 7 | 1 | 0
Cc1cc(C)n(Cc2ccc(NC(=O)c3nn(C)cc3[N+](=O)[O-])cc2)n1 | 3 | . | -0.8 | -15 | 27 | 4 | 5 | -5 | -10 | -36
CCC(C)c1ccc(NC(=O)c2ccco2)cc1 (centres undefined) | 9 | 7 | 0.8 | 1 | -13 | -4 | -26 | -12 | -1 | -9
COc1cc(C(C)=O)ccc1OCC(=O)N(CCC1=CCCCC1)c1c(N)n(Cc2ccccc2)c(=O)[nH]c1=O | 7 | 0 | -1.8 | 0 | 8 | 5 | -19 | -16 | -2 | 7
Cc1ccc(S(=O)(=O)N2CCCC2C(=O)n2nc(C)cc2C)cc1 (centres undefined) | -3 | 0 | -5.5 | 0 | -14 | -3 | 4 | -19 | -1 | -1
Nc1cccc(Oc2ccc3c(c2)C(=O)NC3=O)c1 | 0 | 0 | 1.0 | 0 | -15 | -2 | 1 | -8 | 2 | .
CCC(SC1=NCCS1)C(=O)Nc1ccc(S(N)(=O)=O)cc1 (centres undefined) | -1 | -2 | -0.5 | -2 | -9 | -2 | -9 | -8 | 3 | -6
N#Cc1cc([N+](=O)[O-])ccc1Oc1cccc(/C=N/NC(=O)c2cccc(Cl)c2)c1 | 6 | . | -2.1 | 10 | 46 | 1 | -3 | 63* | 8 | 8
Cc1cc(Br)c(NC(=O)COC(=O)C2CC2C)c(Br)c1 (centres undefined) | -2 | . | 0.5 | -4 | -32 | -1 | 6 | -5 | 5 | 1
O=C(COC(=O)c1ccc2ccccc2n1)c1ccc(F)cc1 | 4 | -2 | -0.7 | -1 | -4 | -1 | -2 | -8 | -2 | 2
CC(C)CCOCC(=O)Oc1ccccc1C(=O)O | -5 | . | 1.8 | 0 | 9 | 1 | 18 | -10 | -4 | 5
c1coc(-c2nc(-c3ccncc3)no2)c1 | 3 | . | 1.7 | -2 | -2 | -4 | 11 | -11 | -9 | 6
Cc1ccc(-n2c(C(C)n3nc(C)c([N+](=O)[O-])c3C)n[nH]c2=S)cc1 (centres undefined) | 1 | -1 | 1.0 | -2 | -12 | 1 | -10 | -5 | 1 | 5
C=C1CCN(C(C)C(=O)O)S(=O)(=O)c2ccccc21 (centres undefined) | 4 | 4 | -1.0 | . | -3 | 10 | -9 | 4 | 3 | 20
Cc1ccc(N(CC(=O)NCC2CCCO2)S(C)(=O)=O)cc1Cl (centres undefined) | -2 | 6 | 0.0 | 0 | -8 | 5 | 6 | -15 | 4 | -3
C=CCn1c(=S)[nH]c2nc3c(cc2c1=O)CCCC3 | -3 | 0 | 2.5 | 2 | -22 | 1 | 8 | 13 | 1 | 45
CC(C)N(C(=O)CSc1nc2ccccc2n1Cc1ccccc1)C(C)C | 10.0* | . | 1.3 | -3 | 28 | 0 | -23 | -8 | -19 | .
CSCCC1NC(=O)N(CC(=O)Nc2c(C(C)C)cccc2C(C)C)C1=O (centres undefined) | 1 | 9 | 0.1 | -6 | -16 | 0 | -13 | -8 | -6 | -8
CC1(C)Cc2nc(N)c(C(=O)NCCO)cc2CO1 | -2 | . | -1.0 | 3 | -14 | 1 | -27 | -10 | 3 | .
Cc1ccc2c(c1)N(CC(=O)NC(C)CCc1ccccc1)C(=O)c1cccnc1O2 (centres undefined) | -5 | -2 | -0.1 | . | 0 | 0 | 13 | 1 | -2 | -10
O=C(COc1ncnc2ccccc12)NCCc1ccc(F)cc1 | 1 | -1 | -2.6 | . | 11 | 0 | -3 | -15 | -6 | -3
CNC(=S)Nc1cc(C(=O)N2CCCC2)ccc1N1CCCC1 | 5 | -2 | -8.3 | 1 | -14 | -2 | -2 | -8 | -5 | .
COC(=O)[C@]1(CC(C)C)N[C@H](c2ccc(SC3CCCCC3)c(OC)c2)[C@@H]2C(=O)N(C)C(=O)[C@@H]21 | 0 | -6 | 0.4 | . | 75* | -2 | -9 | -19 | -19 | 2
C=CCN1c2ccccc2C(=O)C(C)S1(=O)=O (centres undefined) | -2 | -1 | -1.3 | . | -11 | 0 | 6 | -5 | -1 | 8
SMILES | HTR5A ag ctr | Wnt bcat act | CDK5 inh | NSD2 inh | SR-BI DiI inh | V-ATPase pH | HTR5A inv ctr | PvdQ inh | dFosB activator | MITF act
CC(Sc1nnc(C2CC2)n1C1CC1)C(=O)NCc1cccs1 (centres undefined) | -1 | -4 | -0.3 | 2 | -13 | -5 | 3 | -13 | 2 | 4
NNC(=O)c1[nH]c(-c2ccccc2)cc1-c1ccccc1 | -5 | -1 | -0.1 | 5 | 10 | -2 | -17 | -6 | -13 | .
COc1ccc(CC(=O)OC(C)CN2CCOCC2)cc1 (centres undefined) | -1 | -1 | 0.8 | -2 | 3 | 1 | 4 | -1 | -7 | 1
C/C=C/c1ccc(OCCN2C(=O)NC(C)(C)C2=O)c(OC)c1 | 0 | . | 1.1 | 0 | 9 | -4 | -7 | 4 | -7 | -7
COc1cc(NC(=O)CCc2c(C)[nH]c(=O)c(C#N)c2C)cc(OC)c1 | -6 | -3 | 2.5 | 3 | -1 | 4 | -5 | -15 | -3 | 8
Brc1ccc(/C=C/C=N/Nc2nc3ccccc3s2)cc1 | -3 | . | -0.8 | 1 | -2 | -6 | -15 | -10 | 0 | 44
CSCCC(NC(=O)C12CC3CC(CC(C3)C1)C2)C(=O)OCC(=O)c1ccc(C)cc1 (centres undefined) | 7 | -4 | 0.1 | -2 | 0 | 2 | -17 | 4 | 2 | -2
COc1ccc(S(=O)(=O)N2CCC3(CC2)OCCN3S(=O)(=O)c2ccc(C)cc2)cc1OC | -2 | -4 | 2.7 | 0 | -24 | 2 | 5 | -13 | -5 | 0
CCOC(=O)C1(CC)Oc2ccccc2C(c2ccc(OC)cc2)=C1C(=O)OC (centres undefined) | -2 | -4 | -0.4 | . | 8 | 0 | 9 | -13 | 2 | -3
O=C(NCc1ccc2c(c1)OCO2)c1cc2ccccc2oc1=O | -2 | . | -1.5 | 0 | -14 | -1 | 5 | -7 | -3 | 2
COc1ccc2nc(NC(=O)C3CCCN(S(=O)(=O)c4cccc5nonc45)C3)sc2c1 (centres undefined) | 2 | 0 | -0.9 | -1 | 55 | 0 | 0 | 2 | 5 | .
Cc1ccc(CNC(=O)CCCC(=O)c2ccccc2)cc1 | 1 | 2 | -0.5 | -2 | -19 | 0 | -5 | 2 | -5 | 13
Cc1ccc(CC2(O)CC(C)N(C)CC2C)c(C)c1 (centres undefined) | 2 | -6 | -0.7 | 3 | 2 | 4 | 3 | 10 | -2 | -8
COc1ccccc1Cc1nc(-c2ccc(C)cc2)no1 | -4 | 27 | 0.7 | 6 | 1 | 0 | 10 | -6 | -12 | .
CC1CN(C(=O)c2cc3ccccc3oc2=O)CC(C)O1 (centres undefined) | 0 | -1 | -3.0 | . | -23 | -3 | -33 | -12 | -6 | 0
CCc1noc(C)c1C(=O)OCC(=O)NC(C)c1ccccc1 (centres undefined) | -4 | -1 | -0.6 | 1 | 4 | -6 | 9 | -2 | 1 | -5
CC(C)CCNC(=O)CSc1nc2ccccc2c(=O)[nH]1 | 7 | . | 0.8 | 0 | -13 | 3 | 4 | -1 | 0 | -1
CCCn1c(N2CCN(CC(=O)Nc3ccc4c(c3)OCCO4)CC2)nc2ccccc21 | 1 | -3 | -2.7 | -1 | 22 | 2 | -20 | -7 | -9 | .
O=[N+]([O-])c1ccc2c(c1)C(O)n1nc(-c3ccccc3)nc1S2 (centres undefined) | -1 | 3 | 2.5 | 0 | 15 | 2 | 2 | -7 | -2 | 19
CCOc1ccc(/C=N/NC(=O)c2c(-c3ccccc3)noc2C)cc1 | 1 | 0 | 0.1 | -4 | -17 | -1 | -2 | -6 | -1 | 9
COc1cccc(C2=NOC(C(=O)Nc3cccc(C(C)=O)c3)C2)c1OC (centres undefined) | 3 | -3 | -1.1 | -3 | -4 | 4 | 10 | -18 | -4 | 2
COCCOC(=O)C1=C(C)N(c2ccccc2)C(=O)NC1c1cccc([N+](=O)[O-])c1 (centres undefined) | 1 | -2 | 1.5 | 1 | -8 | -2 | -9 | -10 | -10 | -5
CCOC(=O)c1nc(C)sc1-c1ccnn1S(=O)(=O)c1ccc(C)cc1 | -2 | 0 | 1.2 | 14 | 21 | -1 | 2 | 8 | -1 | .
CCCN1CCC(=NNc2ccc(S(=O)(=O)N(CC)CC)cc2[N+](=O)[O-])CC1 | 0 | -5 | 1.3 | 1 | 37 | 1 | 19 | 0 | 1 | -17
N#Cc1cc(N)ccc1Sc1ccccc1 | 3 | . | 1.7 | -2 | -31 | -1 | -9 | 1 | 3 | .
SMILES | HTR5A ag ctr | Wnt bcat act | CDK5 inh | NSD2 inh | SR-BI DiI inh | V-ATPase pH | HTR5A inv ctr | PvdQ inh | dFosB activator | MITF act
Fc1ccccc1NC(=S)Nc1cccc2cnccc12 | -4 | 2 | 1.8 | 99* | -6 | -2 | 11 | 0 | -2 | 10
COc1cccc(N2CCN(C(=O)c3ccc(CS(=O)c4ccccc4C)o3)CC2)c1 (centres undefined) | 2 | -6 | -0.8 | 0 | 41 | 0 | -9 | -6 | -1 | -35
COc1ccccc1OCc1ccc(C(=O)NCc2ccco2)o1 | -2 | . | 1.7 | 6 | -12 | 1 | 11 | -10 | -8 | 2
O=C(NCC1CCN(S(=O)(=O)c2ccccc2)CC1)Nc1ccc(F)cc1 | -3 | 2 | -0.2 | -3 | -6 | -4 | 8 | 13 | 4 | -10
COc1ccc(C(=O)Cn2c(Br)nc3c2c(=O)n(C)c(=O)n3C)cc1OC | 0 | -2 | -1.5 | -3 | -48 | -1 | 7 | -16 | -5 | .
O=[N+]([O-])c1ccc(O)c(CSc2nnnn2-c2ccccc2)c1 | 6 | 1 | -0.3 | 3 | -27 | -2 | 6 | 12 | -3 | 5
CCn1c(=N)n(CC(=O)c2cccc(OC)c2)c2ccccc21 | 1 | . | -0.2 | 1 | 31 | 6 | -7 | -11 | -5 | 12

Record cards, from the list above. Screens in order: HTR5A ag ctr	Wnt bcat act	CDK5 inh	NSD2 inh	SR-BI DiI inh	V-ATPase pH	HTR5A inv ctr	PvdQ inh	dFosB activator	MITF act
O=C(NCC1CCN(S(=O)(=O)c2ccccc2)CC1)Nc1ccc(F)cc1 as listed: -3	2	-0.2	-3	-6	-4	8	13	4	-10
Fc1ccccc1NC(=S)Nc1cccc2cnccc12 as listed: -4	2	1.8	99*	-6	-2	11	0	-2	10
COc1cccc(N2CCN(C(=O)c3ccc(CS(=O)c4ccccc4C)o3)CC2)c1 (centres undefined) as listed: 2	-6	-0.8	0	41	0	-9	-6	-1	-35
O=[N+]([O-])c1ccc(O)c(CSc2nnnn2-c2ccccc2)c1 as listed: 6	1	-0.3	3	-27	-2	6	12	-3	5
